PPARg SRC-3 ag: PPARgamma-driven SRC-3 recruitment agonism; P37231; activation, % at 8 µM; biochemical PPARgamma/SRC-3 coactivator recruitment assay; hit rate 0.26% among 200,000; in the data active = activation above about 23%;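 note: 0% = DMSO and 100% = reference agonist; some compounds past the cut are filed as inactive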
Target sequence (P37231 whole entry, looked up): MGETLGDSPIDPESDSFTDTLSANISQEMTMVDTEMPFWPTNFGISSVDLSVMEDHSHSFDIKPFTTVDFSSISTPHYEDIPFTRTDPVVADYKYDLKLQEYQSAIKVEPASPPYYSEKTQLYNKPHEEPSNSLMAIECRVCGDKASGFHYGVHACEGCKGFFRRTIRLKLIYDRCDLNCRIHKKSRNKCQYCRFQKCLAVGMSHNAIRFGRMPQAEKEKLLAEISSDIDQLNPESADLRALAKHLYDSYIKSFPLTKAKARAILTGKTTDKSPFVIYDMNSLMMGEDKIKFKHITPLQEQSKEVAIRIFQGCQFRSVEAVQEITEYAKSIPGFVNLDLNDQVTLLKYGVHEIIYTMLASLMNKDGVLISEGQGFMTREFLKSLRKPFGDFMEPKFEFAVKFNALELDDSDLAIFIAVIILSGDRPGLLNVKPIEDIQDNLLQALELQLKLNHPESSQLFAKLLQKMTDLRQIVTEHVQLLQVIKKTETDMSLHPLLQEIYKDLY
STAT1 inh: reduces IFN-gamma driven STAT1 reporter signal; NIH 3T3 STAT1-luciferase reporter, luminescence; inhibition, % at 5.5 µM; hit rate 0.35% among 200,000;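 active = inhibition above a set limit, the mean inhibition across all tested compounds plus 3 SD, cut at about 34% in these data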;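 note: 0% = IFN-gamma with DMSO and 100% = IFN-gamma with 300 µM nifuroxazide; values of inactives mirror those of a sister screen read the other way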
STAT3 act: activators of IL-6 induced STAT3 signaling; U3A cells, IL-6 STAT3-luciferase reporter, luminescence; 100% = signal with IL-6 EC80 alone; activation (% of control), % at 5.6 µM; hit rate 0.91% among 190,000; AID 871;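 active = activation above the screen-wide mean of compound activation plus 3 SD, cut at about 130% in these data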;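 note: 0% = background luminescence of wells with medium and substrate only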
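Test system: STAT3-luciferase reporter U3A cells; Detection: reporter luminescence signal; Times: 1 h compound pre-exposure, 6 h IL-6 stimulation, 37 °C; Benchmarks: IL-6-only high control; Also added: IL-6 stimulus at 33 ng/mL final.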
SRC2 TRFRET art: flags TR-FRET format artefacts in PPARgamma SRC-2 recruitment agonist screen. hit rate 0.4% among 200,000. AID 1049. TR-FRET ratio at 8 µM. TR-FRET artefact counter-screen; active compounds read high; in the data active = TR-FRET ratio above about 2000; note: inactives centre near 1500
PPARg SRC2 recr: PPARgamma-driven SRC-2 recruitment agonism; PPARgamma LBD-SRC-2 recruitment, biochemical; activation, % at 8 µM; hit rate 0.34% among 200,000; AID 1032; in the data active = activation above about 22%;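 note: 0% = vehicle and 100% = reference agonist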
PPARg SRC-1 ag: PPARgamma-driven SRC-1 recruitment agonism; activation, % at 8 µM; hit rate 0.41% among 200,000; PPARgamma-SRC-1 coactivator recruitment biochemical assay; AID 631; in the data active = activation above about 19%;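 note: 0% = DMSO and 100% = reference agonist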
S1P3 antagonist: antagonists of human S1P3 receptor; CHO S1P3 NFAT-BLA reporter, FRET fluorescence, antagonist mode; inhibition, % at 4.98 µM; hit rate 0.27% among 170,000; AID 485;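 active = inhibition above the plate cutoff, the mean inhibition of test wells on that plate plus 3 SD, cut at about 28% in these data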;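 note: cells challenged with S1P at its EC80 of 0.8 µM; blue over green emission ratio from cleaved BLA substrate after 4 h stimulation; 0% = S1P-stimulated wells and 100% = unstimulated DMSO-only wells; some compounds past the cut are filed as inactive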
RAM inhibit: yeast RAM network inhibition. S. cerevisiae dse1pr::URA3 reporter, 5-FOA growth OD615, 2 d; analog-sensitive cbk1-as2 kinase mutant strain. inhibition, % at 50 µM. hit rate 1.8% among 190,000. AID 868;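 active = inhibition above a set limit, 3 SD over mean compound inhibition, cut at about 8.4% in these data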;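 note: 0% = DMSO-only wells with no growth and 100% = 10 µM 1-NA-PP1 full growth; inhibition rescues growth on 5-FOA so higher OD means more RAM inhibition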
STAT3 inh: reduces IL-6 driven STAT3 reporter signal | hit rate 0.89% among 190,000 | inhibition, % at 5.5 µM | U3A cells, IL-6 STAT3-luciferase reporter, luminescence; host cell line lacks STAT1 | AID 862;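 active = inhibition above the mean inhibition across all screened compounds plus 3 SD, cut at about 44% in these data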;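 note: 0% = DMSO only wells and 100% = 100 µM nifuroxazide control wells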
ROMK mod: human ROMK K+ channel modulation, primary screen | AID 1918 | Tet-inducible ROMK, thallium flux fluorescence; actives lie on both sides | B-score at 10 µM | hit rate 2% among 130,000 | P48048;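 active = signal ratio slope over the read window, or its plate-corrected B-score, at least 3 SD from the plate mean, either direction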;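 note: B-score of the F/F0 ratio slope over 7 to 12 s after thallium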
Target sequence (P48048 whole entry, looked up): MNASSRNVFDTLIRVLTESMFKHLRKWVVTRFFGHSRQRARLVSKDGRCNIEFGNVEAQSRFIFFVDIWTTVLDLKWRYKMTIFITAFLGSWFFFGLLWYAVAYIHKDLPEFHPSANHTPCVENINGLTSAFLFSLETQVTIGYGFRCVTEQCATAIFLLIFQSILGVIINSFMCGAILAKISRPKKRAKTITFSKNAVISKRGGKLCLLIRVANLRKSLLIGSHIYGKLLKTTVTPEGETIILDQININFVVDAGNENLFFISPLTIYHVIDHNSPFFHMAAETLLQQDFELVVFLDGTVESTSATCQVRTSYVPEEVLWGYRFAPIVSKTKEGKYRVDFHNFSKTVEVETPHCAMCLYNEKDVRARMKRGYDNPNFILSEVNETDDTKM
TLR4-MyD88 BLA: TLR4-MyD88 interaction inhibition in cells; hit rate 0.18% among 200,000; HeLa CL3-4 TLR4/MyD88 BLA complementation, FRET ratio; AID 861; O00206+Q99836; inhibition, % at 8.4 µM; in the data active = inhibition above about 25%;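 note: 0% = vehicle and 100% = reference inhibitor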
* = called active by the depositor; . = no result given.

1. COc1ccc(C(=O)NC2CCN(C(=S)Nc3cccc(C)c3C)CC2)cc1
2. O=C(Nc1nnc(/N=C/c2ccco2)s1)c1ccc(F)cc1
3. Cc1ccc2nc3c(cc(C(=O)NCC4CCCO4)n3C)c(=O)n2c1 (stereo not drawn)
4. O=C1CN(C(=O)C2CCCC2)CCN1
5. Cn1c(CC(=O)Nc2ccccc2)n[nH]c1=S
6. CCC(=O)c1ccc(OC(=O)c2cccs2)cc1
7. CCN(CC)CCOc1ccc2nc(N(C)C)sc2c1
8. C=CCNC(=S)N/N=C(\C)c1cccc(OC)c1
9. Clc1ccc(-c2nnc(Sc3nc4ccccc4o3)c3ccccc23)cc1
10. COc1ccc(OC)c(NC(=O)COC(=O)/C=C/c2ccc(Cl)cc2)c1
Screen / compound no.,1,2,3,4,5,6,7,8,9,10
PPARg SRC-3 ag,-7,-4,-1,2,3,4,4,5,-7,0
STAT1 inh,3,4,-5,2,-9,-6,-4,-7,-4,1
STAT3 act,94,98,86,105,105,102,96,98,97,109
SRC2 TRFRET art,1314,1434,1413,1549,1483,1396,1691,1535,1661,1625
PPARg SRC2 recr,-3,-5,1,0,3,3,9,11,7,3
PPARg SRC-1 ag,-3,-4,-3,2,6,-2,9,6,5,5
S1P3 antagonist,.,4,-3,-2,-10,.,.,10,.,-24
RAM inhibit,8.6*,2.6,0.1,0.6,0.7,-0.6,-0.1,-0.4,2.5,5.0
STAT3 inh,9,12,22,-6,-3,1,15,0,10,-7
ROMK mod,.,0.3,.,0.54,0.12,-1.3,.,-0.68,-1.2,0
TLR4-MyD88 BLA,1,-4,-7,-3,10,-6,-5,-1,3,3

Six of the compounds above, as tab-separated lines:
entry	Structure	PPARg SRC-3 ag	STAT1 inh	STAT3 act	SRC2 TRFRET art	PPARg SRC2 recr	PPARg SRC-1 ag	S1P3 antagonist	RAM inhibit	STAT3 inh	ROMK mod	TLR4-MyD88 BLA
5	Cn1c(CC(=O)Nc2ccccc2)n[nH]c1=S	3	-9	105	1483	3	6	-10	0.7	-3	0.12	10
6	CCC(=O)c1ccc(OC(=O)c2cccs2)cc1	4	-6	102	1396	3	-2	.	-0.6	1	-1.3	-6
7	CCN(CC)CCOc1ccc2nc(N(C)C)sc2c1	4	-4	96	1691	9	9	.	-0.1	15	.	-5
8	C=CCNC(=S)N/N=C(\C)c1cccc(OC)c1	5	-7	98	1535	11	6	10	-0.4	0	-0.68	-1
9	Clc1ccc(-c2nnc(Sc3nc4ccccc4o3)c3ccccc23)cc1	-7	-4	97	1661	7	5	.	2.5	10	-1.2	3
10	COc1ccc(OC)c(NC(=O)COC(=O)/C=C/c2ccc(Cl)cc2)c1	0	1	109	1625	3	5	-24	5.0	-7	0	3

(list continues)
11. Cc1cc2ccccc2c(=O)n1CC(=O)NCC1COc2ccccc2O1 (stereo not drawn)
12. Cc1cccc(N=N/C(=C\O)C(=O)c2cccs2)c1
13. Cc1occc1-c1nnc(SCC(=O)Nc2ccccc2N2CCCCC2)n1C
14. COc1ccccc1Nc1nc(Cl)nc(Nc2ccccc2OC)n1
15. Cc1nnc(SCC(=O)N(C)C2CCS(=O)(=O)C2)n1Cc1ccccc1 (stereo not drawn)
16. CCOC(=O)c1[nH]c2ccc(OC)cc2c1NC(=O)c1nonc1C
17. Cc1c(N/C(=N/S(=O)(=O)c2ccc(F)cc2)c2ccccc2)c(=O)n(-c2ccccc2)n1C
18. CN1CCN(NC(=O)c2ccc(Cl)cc2Cl)CC1
19. CCOC(=O)C(C)Oc1ncnc2cccc(F)c12 (stereo not drawn)
20. COc1ccc(NC(=O)Nc2ncn(Cc3cccc(C(F)(F)F)c3)n2)cc1OC
Screen / compound no.,11,12,13,14,15,16,17,18,19,20
PPARg SRC-3 ag,4,1,-8,1,-4,18,7,-3,2,-1
STAT1 inh,3,-4,-3,-1,-5,0,7,-4,-2,1
STAT3 act,101,95,100,98,100,88,90,100,106,100
SRC2 TRFRET art,1473,1560,1430,1656,1579,1609,1770,1326,1507,1408
PPARg SRC2 recr,1,-8,-3,2,-4,4,5,-10,7,-2
PPARg SRC-1 ag,-2,6,1,4,0,5,17,-6,1,-2
S1P3 antagonist,20,-7,-6,-13,4,8,6,-19,-20,-28
RAM inhibit,5.3,1.1,4.0,4.5,-0.1,2.8,0.7,0.7,-0.4,3.3
STAT3 inh,4,8,9,3,5,19,17,-2,-5,3
ROMK mod,.,-0.14,.,-0.48,0.32,0.27,-0.52,0.35,-0.11,.
TLR4-MyD88 BLA,8,3,-7,1,3,9,-8,-11,4,-4

21. CC(CC(=O)NCC1CCCO1)c1ccccc1 (stereo not drawn)
22. COc1ccc2ccccc2c1CNc1nnnn1C
23. Cc1nn(-c2cccc(Cl)c2)nc1C(=O)O
24. C=CCSC1=N/C(=C\c2ccc(C)o2)C(=O)S1
25. Cc1ccc(O)c(-c2cc(C(=O)Nc3ccc(S(=O)(=O)N4CC(C)OC(C)C4)cc3)[nH]n2)c1 (stereo not drawn)
26. COc1cc(Sc2ccc(C)cc2)c(OC)cc1N
27. CC(NC(=O)C1CCC1)c1ccc2c(c1)OCO2 (stereo not drawn)
28. CCOc1ccc(N2CC(C(=O)NCc3ccc(F)cc3)CC2=O)cc1 (stereo not drawn)
29. COc1ccc(/C=C(\C#N)C(=O)OCC(=O)NCc2ccccc2Cl)cc1
30. Cc1cc(C)c(NC(=O)CS(=O)CC(=O)NCC2CCCO2)c(C)c1 (stereo not drawn)
Screen / compound no.,21,22,23,24,25,26,27,28,29,30
PPARg SRC-3 ag,2,3,4,-3,5,3,0,-5,9,-9
STAT1 inh,-2,-1,-7,-5,1,5,6,2,-6,1
STAT3 act,101,111,94,103,96,113,100,98,112,140*
SRC2 TRFRET art,1395,1543,1651,1532,1580,1514,1348,1643,1643,1422
PPARg SRC2 recr,-2,-5,3,6,7,5,-2,-3,-6,8
PPARg SRC-1 ag,4,-10,4,-4,12,-4,0,-3,4,5
S1P3 antagonist,3,-1,-16,.,12,-9,-9,-3,-19,-3
RAM inhibit,0.2,-0.2,-0.5,0.9,8.9*,11*,2.7,0.7,0.5,0.6
STAT3 inh,4,-11,8,-3,9,-8,4,7,-8,-46
ROMK mod,.,0.022,-0.32,0.37,.,-0.82,-0.08,-1.6,0.02,.
TLR4-MyD88 BLA,-2,-6,9,8,-11,6,-2,-19,-22,-1

31. N#CC1=C(N)NC(SCc2ccccc2)=C(C#N)C12CCCCC2
32. CCNc1nc(NCC)nc(Nn2cnnc2)n1
33. CCCNC(=S)N1CCN(CC)CC1
34. COc1ccc(CN(Cc2cccnc2)C(=S)NCCc2ccccc2)cc1OC
35. CN(C)c1ccc(/C=N/N=C/c2ccccc2O)cc1
36. FC(F)(F)c1ccccc1Nc1nccs1
37. Cc1ccc(N2C(=O)c3ccccc3C2Nc2cccnc2)nc1 (stereo not drawn)
38. CC1CCN(S(=O)(=O)c2ccc(NC(=O)CN3CCCC(C)C3)cc2)CC1 (stereo not drawn)
39. CC1(C)CC(=O)c2sc(NS(=O)(=O)c3ccc(F)cc3)nc2C1
40. CCCCC(=O)NNC(=S)NC(=O)C(c1ccccc1)c1ccccc1
Screen / compound no.,31,32,33,34,35,36,37,38,39,40
PPARg SRC-3 ag,1,2,3,2,-1,10,1,4,5,5
STAT1 inh,5,14,1,28,-63,6,-2,4,4,-3
STAT3 act,105,96,93,109,80,101,95,100,90,97
SRC2 TRFRET art,1638,1549,1539,1522,1630,1574,1374,1658,1743,1860
PPARg SRC2 recr,10,8,3,1,14,-3,0,2,10,3
PPARg SRC-1 ag,8,1,3,-7,4,0,-3,4,7,6
S1P3 antagonist,6,-27,-4,.,2,-21,8,.,2,8
RAM inhibit,5.6,3.5,-0.5,1.9,1.1,1.2,1.8,0.0,2.2,1.8
STAT3 inh,-3,3,9,-3,25,1,12,0,18,6
ROMK mod,.,0.0079,0.015,.,.,.,.,1.2,1.2,.
TLR4-MyD88 BLA,3,-15,-2,-7,37*,0,-15,9,-18,-4

One compound at a time, as listed above. Screens in order: PPARg SRC-3 ag, STAT1 inh, STAT3 act, SRC2 TRFRET art, PPARg SRC2 recr, PPARg SRC-1 ag, S1P3 antagonist, RAM inhibit, STAT3 inh, ROMK mod, TLR4-MyD88 BLA
COc1ccc(/C=C(\C#N)C(=O)OCC(=O)NCc2ccccc2Cl)cc1 as listed: 9, -6, 112, 1643, -6, 4, -19, 0.5, -8, 0.02, -22
Cc1ccc(N2C(=O)c3ccccc3C2Nc2cccnc2)nc1 (stereo not drawn) as listed: 1, -2, 95, 1374, 0, -3, 8, 1.8, 12, ., -15

Next part:
41. CCCCCCCCCn1cc(C(C)=O)c(=O)[nH]c1=O
42. O=C(CSc1nc(-c2ccccc2F)nc2nc[nH]c12)Nc1c(Cl)cc(Cl)cc1Cl
43. CC(C)C(=O)Nc1ccc(S(=O)(=O)Nc2nccc(/C=C/c3ccccc3)n2)cc1
44. O=c1c2ccccc2nc2c3ccccc3c(NCc3ccccn3)nn12
45. O=C(N/N=C/c1ccc(O)cc1)/C(=C/c1ccc([N+](=O)[O-])cc1)NC(=O)c1ccccc1
46. Cc1ccc(S(=O)(=O)N2CCCCC2)cc1NC(=O)COC(=O)Cc1ccc(Cl)cc1
47. Cc1ccc(/C=N/NC(=O)C2CCN(Cc3ccc(F)cc3Cl)CC2)o1
48. O=C(Nc1cccnc1)c1cccc(S(=O)(=O)N2CCc3ccccc32)c1
49. CCOc1cc(C(N)=O)cc(Cl)c1OCc1ccccc1
50. CC1CCc2c(C(=O)Nc3ccc(N4CCOCC4)cc3)csc2C1 (stereo not drawn)
51. COc1ccc(N2C(=O)CC(SCC(=O)O)C2=O)cc1 (stereo not drawn)
52. CCOC(=O)CSc1nc2c(sc3ccc([N+](=O)[O-])cc32)c(=O)n1Cc1ccco1
Screen / compound no.,41,42,43,44,45,46,47,48,49,50,51,52
PPARg SRC-3 ag,13,-1,3,-1,-4,-1,15,-1,2,5,12,-1
STAT1 inh,11,-4,8,-9,-2,-10,3,17,-1,-2,0,-5
STAT3 act,87,99,97,95,105,116,106,91,103,94,98,103
SRC2 TRFRET art,1469,1574,1463,1398,1575,1440,1586,1394,1487,1518,1531,1464
PPARg SRC2 recr,1,-1,6,1,6,-6,2,2,7,4,-5,-8
PPARg SRC-1 ag,-1,1,7,-2,-3,-4,5,-2,1,9,0,0
S1P3 antagonist,.,7,18,0,.,-8,.,-13,-9,4,.,1
RAM inhibit,1.9,3.0,3.0,-1.0,-0.7,2.0,4.1,-1.0,1.4,1.0,0.8,4.9
STAT3 inh,23,0,6,12,-6,-16,-1,14,-4,13,6,-1
ROMK mod,0.62,.,0.37,0.31,0.59,-2.2,.,-1,-0.95,2.9,-0.0074,.
TLR4-MyD88 BLA,0,12,-17,-4,2,-35,0,5,-5,-7,-2,-7

Assay outcomes deposited in PubChem by several laboratories.
